Source: PubChem
NPY-Y2 antag – NPY-Y2 (human) receptor antagonism; inhibition, % at 2.7 µM; 140,000 compounds, 0.99% hits; P49146; AID 793; NPY-Y2 expressing cells, antagonist mode; in the data active = inhibition above about 17%;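 note: 0% = vehicle with agonist challenge and 100% = reference antagonist with challenge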
Target sequence (P49146 whole entry, looked up): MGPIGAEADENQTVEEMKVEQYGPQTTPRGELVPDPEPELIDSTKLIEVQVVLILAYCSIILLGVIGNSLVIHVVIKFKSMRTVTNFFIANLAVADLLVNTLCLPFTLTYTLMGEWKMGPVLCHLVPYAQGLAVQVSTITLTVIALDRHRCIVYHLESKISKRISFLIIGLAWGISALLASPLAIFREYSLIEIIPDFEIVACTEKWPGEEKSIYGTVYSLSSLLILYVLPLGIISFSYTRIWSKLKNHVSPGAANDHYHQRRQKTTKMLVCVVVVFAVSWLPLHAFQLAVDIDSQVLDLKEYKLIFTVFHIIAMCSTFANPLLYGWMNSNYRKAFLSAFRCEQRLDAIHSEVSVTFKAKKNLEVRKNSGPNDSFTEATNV
Phagocytosis inh – macrophage phagocytosis inhibition | J774A.1 macrophage IgG-bead phagocytosis, imaging | inhibition, % at 5 µM | 110,000 compounds, 0.07% hits | AID 1029;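 active = inhibition above the mean of the plate negative controls plus 5 SD, cut at about 13% in these data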;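 note: phagocytic index as fraction of beads internalized from green versus red external bead signal; plate controls were DMSO negative control for no effect and cytochalasin-D positive control for full effect; some results beyond the cut were filed as inactive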
E-sel TNF inh – blocks E-selectin expression induced by TNF alpha; HUVEC TNFa-induced E-selectin immunofluorescence, high content; inhibition, % at 2 µM; 120,000 compounds, 0.71% hits;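 active = inhibition above the batch mean plus 3 SD, and confirmed as a hit on visual image review, cut at about 43% in these data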;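 note: 0% = TNF-stimulated DMSO wells and 100% = unstimulated control wells; not every result past the cut was called active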
MRP1 act – activators of MRP-1 | H69AR cells + doxorubicin, viability rescue, CellTiter-Glo | viability increase, % at 10 µM | 140,000 compounds, 0.61% hits;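 active = viability gain under doxorubicin at or above a set limit, the compound median plus 3 SD, cut at about 4.7% in these data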;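 note: MRP-1 overexpressing cells given doxorubicin 25 µM after compound pretreatment; 18-22 h compound pretreatment then 72 h with doxorubicin before readout; 0% = doxorubicin-only wells and 100% = vehicle-treated cells without doxorubicin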
Yeast growth inh – reduces growth of yeast BB579 in restrictive medium; S. cerevisiae BB579 growth, OD615, 48 h; AID 804; 140,000 compounds, 0.51% hits; inhibition, % at 10 µM;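 active = inhibition above a set limit, 3 SD over the mean compound inhibition, cut at about 44% in these data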; note: inactives centre near -24
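System: DeaD yeast strain BB579; buffer or medium: CSMM-D dextrose restrictive medium; technique: OD at 615 nm; schedule: 4 h cell preincubation, 48 h compound exposure, 30 °C humidified; doses: single 10 µM dose; controls: amphotericin B 10 µg/mL, positive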
GALR2 antag – GALR2 (human) receptor antagonism | GALR2-expressing cells, antagonist mode | inhibition, % at 4 µM | 140,000 compounds, 0.39% hits | AID 828; in the data active = inhibition above about 27%;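 note: cells stimulated with galanin 1-16 at roughly its EC80; 0% = agonist challenge control and 100% = basal control without agonist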
Target sequence (O43603 whole entry, looked up): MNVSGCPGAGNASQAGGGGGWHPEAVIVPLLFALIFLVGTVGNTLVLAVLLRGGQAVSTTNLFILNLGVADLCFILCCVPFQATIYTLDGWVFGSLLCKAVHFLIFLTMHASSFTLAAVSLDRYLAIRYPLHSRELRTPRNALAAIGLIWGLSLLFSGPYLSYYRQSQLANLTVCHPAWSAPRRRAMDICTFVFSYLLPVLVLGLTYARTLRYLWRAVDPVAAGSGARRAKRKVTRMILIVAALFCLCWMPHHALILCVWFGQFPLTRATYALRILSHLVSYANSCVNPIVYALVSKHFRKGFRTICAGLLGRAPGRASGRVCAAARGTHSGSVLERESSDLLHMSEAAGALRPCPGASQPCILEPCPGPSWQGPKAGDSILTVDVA
HCT116 PTEN-null – suppresses growth of cells with PTEN deletion | 140,000 compounds, 1.2% hits | viability, % at 10 µM | HCT116 PTEN-null viability, CellTiter-Glo, 60 h; hits give low values;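 active = viability at or below a set limit, 4 SD under the median of all tested compounds, cut at about 3.7% in these data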;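 note: PTEN knockout HCT116 line with beta catenin targeted HCT116 as companion control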
Measles CPE – protection of cells from measles virus. Measles virus-infected cells, CPE protection, absorbance. protection (pct of control), % at 4 µM. 140,000 compounds, 1.5% hits; in the data active = protection mostly above about 24%, no sharp cut-off; inactive = mostly below about 26%; note: some compounds called inactive have numbers as strong as hits
bCat KO growth – beta-catenin-lacking colon tumor cell growth suppression; 140,000 compounds, 1.5% hits; HCT116 beta-catenin knockout viability, CellTiter-Glo, 60 h; hits give low values; viability, % at 10 µM;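 active = viability at or under a set limit, the compound median less 4 SD, cut at about 6% in these data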;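 note: 0% = Hyamine 1622 control at 20 µM and 100% = untreated cell control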
Yeast lifespan up – extends the lifespan of yeast. S. cerevisiae growth with nicotinamide, OD615; deaD strain in restrictive glucose medium. inhibition of the nicotinamide effect, % at 10 µM. 130,000 compounds, 0.68% hits. AID 775;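 active = inhibition above a set limit, placed 3 SD over the median of all compounds, cut at about 26% in these data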;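 note: 0% = nicotinamide-treated wells and 100% = cells grown without nicotinamide; some compounds called inactive have numbers as strong as hits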
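Test system: DeaD-strain S. cerevisiae / Buffer or medium: restrictive glucose medium / Also added: nicotinamide 1.5 mM / Doses: one concentration, 10 µM, DMSO 0.25% / Schedule: 48 h at 30 °C / Signal: OD615 measurement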
Active calls of the source: *; / = not tested or not shown; & = joins results of further samples. Outcome played no part in choosing rows, and some 6.4% of all compounds hit somewhere here.

SMILES	NPY-Y2 antag	Phagocytosis inh	E-sel TNF inh	MRP1 act	Yeast growth inh	GALR2 antag	HCT116 PTEN-null	Measles CPE	bCat KO growth	Yeast lifespan up
CC(=O)O[C@H]1CC[C@H]2[C@@H]3CCc4cc(O)ccc4[C@H]3CC[C@]12C	5	/	/	-2.8	-20	-7	85	1	78	-3
Cc1ccc(C(=O)NN2C(=O)/C(=C/c3cccn3C)SC2=S)cc1	8	-11	/	-3.2	-11	4	115	3	101	-1
O=C(CSc1nnc(CN2CCCCCC2=O)n1-c1ccccn1)NCC(F)(F)F	10	3	/	-0.8	-29	11	102	12	95	-2
Cc1ccc(S(=O)(=O)NNC(=S)NC(=O)c2ccc([N+](=O)[O-])cc2)cc1	4	-8	/	-1.1	-8	18	104	6	105	3
COc1ccc(N2C(=O)c3ccccc3NC23C(=O)N(C)c2ccccc23)cc1 (stereo unspecified)	11	-1	-5	-0.2	-37	9	97	2	96	-9
Cc1ccc(S(=O)(=O)N2CCCC2C(=O)OCc2nc3sc(C)c(C)c3c(=O)[nH]2)cc1 (stereo unspecified)	3	/	/	-0.4	-47	3	96	4	93	6
Cc1cc(C)n2nc(S(=O)(=O)N(C)Cc3ccccc3)nc2n1	-2	-1	-23	-0.8	-57	-1	109	5	101	-5
CSc1ccc(S(=O)(=O)NC2CCCCC2)cc1	-3	-1	5	-1.0	-22	-8	75	8	80	5
C/C=C/c1ccc(OCCOc2ccc(C=O)cc2OC)c(OC)c1	2	6	-21	-1.2	-24	-5	104	16	88	1
COc1ccc2c(CN(C)c3ccccc3)cc(=O)oc2c1	16	0	0	-2.0	-9	1	76	20	83	-19
O=C(O)CC(=O)Nc1ccccc1C(=O)O	3	/	15	0.2	-14	-12	92	15	99	-5
O=C(CC1CCCCC1)NCC1CCCO1 (stereo unspecified)	3	0	3	0.5	10	7	85	13	94	-14
CCC(C)(C(=O)NC1CCCC1)N(Cc1ccco1)C(=O)Cc1cccs1 (stereo unspecified)	7	3	-15	-1.4	-6	13	68	11	81	-9
COc1ccc(CCNCc2ccc(OCc3ccc(Cl)nc3)c(OC)c2)cc1OC	5	3	-9	-3.5	0	-3	63	4	70	-10
Cc1ccc(/C=C/C(=O)C2C(=O)c3ccccc3C2=O)cc1	5	-4	66*	-2.6	-20	9	66	1	64	42*
Cc1cc(C(F)F)n2ncc(C(=O)NCCc3ccc(Cl)cc3)c2n1	12	-1	-4	1.3	-53	-8	83	33	94	-12
COc1ccc(Nc2cnn(-c3nc4ccccc4s3)c(=O)c2Cl)cc1	1	-5	/	-4.9	78*	44*	7	4	5.1*	-1
Cc1ccccc1OCCC(=O)Nc1ccc(Cl)cc1F	2	-2	-2	3.0	-31	1	91	2	98	-5
COc1ccc(-c2nc(-c3ccc4c(c3)OCO4)[nH]c2-c2ccc(OC)cc2)cc1	-1	-1	-3	-4.8	-35	13	14	13	25	-5
O=C(Nc1ccccc1C(F)(F)F)c1cc(-c2cccc(O)c2)on1	0	0	/	1.6	-25	6	93	14	91	-2
Cc1c(C(=O)Nc2ccc3c(c2)CCC3)cccc1[N+](=O)[O-]	1	-1	5	1.1	-8	-7	97	5	94	-6
CCOc1ccc2nc(C(=O)N3CCCC(C)C3)sc2c1 (stereo unspecified)	3	3	/	2.5	29	9	99	15	99	-5
COc1ccc(N2CCN(C(=O)c3ccc(CS(=O)(=O)c4ccc(OC)cc4)o3)CC2)cc1	2	/	/	-2.0	-9	4	89	16	83	-10
CC(C)CCNC(=O)C(C)N(Cc1ccc(F)cc1)C(=O)c1ccc(CN2CCCCC2)o1 (stereo unspecified)	6	/	-16	-1.4	-45	18	76	4	82	15

Retrieved by structure from above (two):
SMILES	NPY-Y2 antag	Phagocytosis inh	E-sel TNF inh	MRP1 act	Yeast growth inh	GALR2 antag	HCT116 PTEN-null	Measles CPE	bCat KO growth	Yeast lifespan up
CC(C)CCNC(=O)C(C)N(Cc1ccc(F)cc1)C(=O)c1ccc(CN2CCCCC2)o1 (stereo unspecified)	6	/	-16	-1.4	-45	18	76	4	82	15
Cc1cc(C)n2nc(S(=O)(=O)N(C)Cc3ccccc3)nc2n1	-2	-1	-23	-0.8	-57	-1	109	5	101	-5

(listing goes on)
SMILES	NPY-Y2 antag	Phagocytosis inh	E-sel TNF inh	MRP1 act	Yeast growth inh	GALR2 antag	HCT116 PTEN-null	Measles CPE	bCat KO growth	Yeast lifespan up
CC(c1n[nH]c(=S)n1-c1ccc(Cl)cc1)N(C)C (stereo unspecified)	1	-1	5	-0.9	-4	1	99	19	90	2
CCOC(=O)N1CCN(CC(=O)Nc2c(C(=O)OC)[nH]c3cc(C)ccc23)CC1	2	0	-20	-3.1	-42	-3	88	11	83	-16
Cc1ccccc1C(=O)NC(=S)Nc1sc2c(c1C#N)CCC(C)C2 (stereo unspecified)	1	0	-25	3.3	-32	10	97	59*	100	-15
COc1ccc(CC(=O)OC(C)CN2CCCC2)cc1 (stereo unspecified)	2	-1	/	-1.2	-12	-5	95	5	88	-8
CCCc1cc(=O)oc2cc(OCc3cccc(OC)c3)c(Cl)cc12	0	0	1	-2.0	-4	-1	93	13	104	2
CCOc1ncccc1C(=O)OCc1ccc(C#N)cc1	3	-13	-11	0.5	6	-5	98	8	104	-5
NC(=O)COC(=O)c1ccc(S(=O)(=O)N2CCCCCC2)cc1	0	-1	-5	-1.7	6	1	95	8	101	-4
CCOC(=O)N=S(N)(=O)c1ccc(Cl)cc1 (stereo unspecified)	1	1	1	0.8	-22	12	95	16	98	-6
COc1ccc(CNC(=O)Nc2cccc(C)c2)cc1	4	-1	-12	0.5	-12	2	103	1	105	-10
O=C(c1ccco1)N1C(=O)c2cccc3cccc1c23	2	4	-11	-3.0	-46	3	83	20	100	-29
O=C1N/C(=C/c2cccn2-c2ccc(F)cc2)C(=O)N1Cc1ccccc1	-2	0	-10	-0.2	-34	-3	101&88	3	98	-10
CCOc1ccc(OCC)c(NC(=O)CCCN2C(=S)NC(C)(C)CC2C)c1 (stereo unspecified)	-1	-8	26	-3.0	7	-11	89	6	91	-4
N#Cc1cc2c(nc1SCc1ccccc1)CCCC2=O	5	0	-13	0.5	-3	4	92	12	93	-8
Cc1ccc(NC(=O)CSc2nnc(-c3cccs3)n2Cc2ccco2)cc1	6	-1	-6	6.1*	2	1	93	4	86	-14
CCCOc1ccc(NC(=O)C2OC3OC(C)(C)OC3C3OC(C)(C)OC23)cc1 (stereo unspecified)	1	-11	-21	0.5	-19	7	101	1	95	8
CN(C(=O)C1CCCO1)c1nnc(-c2ccncc2)s1 (stereo unspecified)	1	0	-4	-0.7	33	-9	106	4	97	-4

Five compounds out of the list, sorted by SMILES length, rising:
SMILES	NPY-Y2 antag	Phagocytosis inh	E-sel TNF inh	MRP1 act	Yeast growth inh	GALR2 antag	HCT116 PTEN-null	Measles CPE	bCat KO growth	Yeast lifespan up
N#Cc1cc2c(nc1SCc1ccccc1)CCCC2=O	5	0	-13	0.5	-3	4	92	12	93	-8
O=C(c1ccco1)N1C(=O)c2cccc3cccc1c23	2	4	-11	-3.0	-46	3	83	20	100	-29
CCOc1ccc(OCC)c(NC(=O)CCCN2C(=S)NC(C)(C)CC2C)c1 (stereo unspecified)	-1	-8	26	-3.0	7	-11	89	6	91	-4
O=C1N/C(=C/c2cccn2-c2ccc(F)cc2)C(=O)N1Cc1ccccc1	-2	0	-10	-0.2	-34	-3	101&88	3	98	-10
CCCOc1ccc(NC(=O)C2OC3OC(C)(C)OC3C3OC(C)(C)OC23)cc1 (stereo unspecified)	1	-11	-21	0.5	-19	7	101	1	95	8

Continuation:
SMILES	NPY-Y2 antag	Phagocytosis inh	E-sel TNF inh	MRP1 act	Yeast growth inh	GALR2 antag	HCT116 PTEN-null	Measles CPE	bCat KO growth	Yeast lifespan up
COc1ccc(S(=O)(=O)N/N=C\c2ccc3c(c2)OCO3)cc1	6	/	-11	-0.1	-7	5	103	20	89	-10
Fc1ccccc1-c1csc(=Nc2cccnc2)n1CC1CCCO1 (stereo unspecified)	6	-1	8	-1.0	-19	-2	69	18	78	10
Cc1ccc(OCC(=O)Nc2cccc(S(=O)(=O)N3CCCCC3)c2)c([N+](=O)[O-])n1	1	/	14	-2.5	-12	6	88	29*	84	2
Clc1ccc(-c2ccnc(Oc3ccc4ccccc4c3)n2)cc1	0	0	30	-0.3	-79	5	104	5	86	9
O=C(Nc1nnc(-c2ccco2)s1)C1CCCCC1	-1	-1	13	0.3	-27	8	89	5	97	-16
CCN(CC)CCCNC(=O)CC1Oc2ccc(C)cc2NC1=O (stereo unspecified)	1	0	15	-1.8	-29	10	97	15	93	-3
CCOc1ccccc1C1C(C(=O)Nc2ccccc2OC)=C(C)Nc2nc(CCCO)nn21 (stereo unspecified)	/	0	/	-2.5	-4	/	102	1	97	-15
FC(F)(F)c1nc2ccccc2c2nc3ccccc3n12	4	-2	2	-4.3	-56	11	99	10	97	-5
Cc1[nH]c2ccccc2c1/C=N/NC(=O)Cc1cccs1	-1	/	-15	-2.6	-57	10	85	3	90	3
Oc1c(C(c2ccc(F)cc2)N2CCc3ccccc3C2)sc2ncnn12 (stereo unspecified)	3	/	-9	-0.6	-28	14	93	1	90	14
CCOc1ccc(CCNC(=O)C2CCN(S(=O)(=O)CC)CC2)cc1OCC	1	/	-2	-0.1	-19	-6	87	18	101	-8
COc1cc2c(cc1OC)CN(S(=O)(=O)c1cccs1)CC2	3	-2	-6	-0.9	-27	2	100	7	92	5
